# From PubChem
# BoNT-A LC inh2 – blocks Botulinum neurotoxin A light chain protease; AID 588499; inhibition, % at 10 µM; multiplex microsphere protease substrate cleavage, flow cytometry; 360,000 tested, 0.17% active; note: plate controls were buffer without enzyme for full effect and enzyme alone for no effect
# PfHsp40 yeast – restores yeast growth despite PfHsp40 toxicity | growth rescue, % at 12.5 µM | 340,000 tested, 0.68% active | S. cerevisiae expressing PfHsp40, growth rescue, ATP luminescence | AID 504582; in the data active = growth rescue above about 28%, passing the limit was not always enough; inconclusive = no clear call, values can overlap the other calls;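 note: yeast W303a lacking pdr1 and pdr3 grown in galactose medium; growth measured after three days at 30 °C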
# TcdB inh – inhibitors of Clostridioides difficile toxin B glycohydrolase; inhibition, % at 9.99 µM; TcdB glycohydrolase enzymatic assay, plate reader; AID 652162; 350,000 tested, 0.24% active; in the data active = inhibition above about 10%
# Target sequence (P18177 whole entry, looked up): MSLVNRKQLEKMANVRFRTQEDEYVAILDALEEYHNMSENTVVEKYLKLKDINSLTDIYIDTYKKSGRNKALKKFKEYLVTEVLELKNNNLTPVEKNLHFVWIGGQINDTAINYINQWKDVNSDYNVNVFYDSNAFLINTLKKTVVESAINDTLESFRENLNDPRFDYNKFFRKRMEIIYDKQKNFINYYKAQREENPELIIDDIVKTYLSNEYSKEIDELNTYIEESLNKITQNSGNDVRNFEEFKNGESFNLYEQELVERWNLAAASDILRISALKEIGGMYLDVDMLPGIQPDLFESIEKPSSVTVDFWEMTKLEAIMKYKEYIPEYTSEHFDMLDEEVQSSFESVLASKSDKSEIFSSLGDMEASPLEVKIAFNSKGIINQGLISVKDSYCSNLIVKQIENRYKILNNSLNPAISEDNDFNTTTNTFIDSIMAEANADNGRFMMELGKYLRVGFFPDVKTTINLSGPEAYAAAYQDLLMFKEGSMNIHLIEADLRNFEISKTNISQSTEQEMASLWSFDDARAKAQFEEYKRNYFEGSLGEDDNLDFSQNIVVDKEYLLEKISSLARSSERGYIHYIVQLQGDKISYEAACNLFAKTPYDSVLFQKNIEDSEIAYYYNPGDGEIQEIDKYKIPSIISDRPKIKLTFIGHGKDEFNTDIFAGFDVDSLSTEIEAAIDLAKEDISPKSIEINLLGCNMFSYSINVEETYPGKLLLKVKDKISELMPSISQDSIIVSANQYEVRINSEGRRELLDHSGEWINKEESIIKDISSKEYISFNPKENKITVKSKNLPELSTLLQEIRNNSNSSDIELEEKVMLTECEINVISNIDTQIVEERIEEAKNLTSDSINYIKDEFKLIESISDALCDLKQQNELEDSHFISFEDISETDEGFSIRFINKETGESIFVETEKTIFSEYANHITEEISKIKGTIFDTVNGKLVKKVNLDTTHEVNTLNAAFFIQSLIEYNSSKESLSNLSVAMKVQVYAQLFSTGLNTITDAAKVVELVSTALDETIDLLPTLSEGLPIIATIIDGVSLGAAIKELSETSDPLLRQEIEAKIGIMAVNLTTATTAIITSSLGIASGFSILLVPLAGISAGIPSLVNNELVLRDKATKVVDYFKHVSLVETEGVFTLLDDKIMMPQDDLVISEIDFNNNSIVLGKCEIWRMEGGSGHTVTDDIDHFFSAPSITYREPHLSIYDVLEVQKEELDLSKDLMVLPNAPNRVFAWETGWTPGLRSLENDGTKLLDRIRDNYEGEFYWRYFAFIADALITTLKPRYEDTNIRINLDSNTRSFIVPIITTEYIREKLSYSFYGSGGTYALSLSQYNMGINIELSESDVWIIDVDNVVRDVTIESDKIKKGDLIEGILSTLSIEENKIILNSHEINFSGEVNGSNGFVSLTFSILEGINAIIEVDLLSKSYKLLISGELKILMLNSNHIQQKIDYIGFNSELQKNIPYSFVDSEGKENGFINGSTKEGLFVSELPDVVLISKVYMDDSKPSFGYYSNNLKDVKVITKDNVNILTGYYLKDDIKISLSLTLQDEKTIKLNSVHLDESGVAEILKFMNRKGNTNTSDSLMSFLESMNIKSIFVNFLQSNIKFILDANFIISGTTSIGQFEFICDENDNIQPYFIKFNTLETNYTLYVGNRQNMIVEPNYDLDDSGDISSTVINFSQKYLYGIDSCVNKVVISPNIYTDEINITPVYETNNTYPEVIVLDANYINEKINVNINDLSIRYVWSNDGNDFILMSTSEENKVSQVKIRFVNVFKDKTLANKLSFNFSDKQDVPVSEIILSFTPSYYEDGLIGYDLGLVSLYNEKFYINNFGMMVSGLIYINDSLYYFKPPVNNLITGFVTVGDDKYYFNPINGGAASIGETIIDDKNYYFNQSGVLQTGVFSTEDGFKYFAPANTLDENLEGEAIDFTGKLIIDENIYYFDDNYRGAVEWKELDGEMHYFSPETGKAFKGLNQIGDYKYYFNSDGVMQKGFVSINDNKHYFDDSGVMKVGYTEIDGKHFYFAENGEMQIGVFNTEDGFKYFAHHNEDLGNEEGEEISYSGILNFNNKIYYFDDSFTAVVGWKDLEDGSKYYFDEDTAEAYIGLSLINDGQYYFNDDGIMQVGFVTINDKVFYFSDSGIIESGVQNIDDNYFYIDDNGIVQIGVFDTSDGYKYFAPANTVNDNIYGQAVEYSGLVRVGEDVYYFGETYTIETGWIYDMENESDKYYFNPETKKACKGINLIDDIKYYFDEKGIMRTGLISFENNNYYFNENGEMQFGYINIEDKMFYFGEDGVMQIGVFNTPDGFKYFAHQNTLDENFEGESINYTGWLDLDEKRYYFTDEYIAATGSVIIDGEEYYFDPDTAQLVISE
# Anthrax LF prot – anthrax lethal factor protease inhibition; multiplex microsphere protease cleavage assay, LF; 360,000 tested, 0.12% active; AID 588501; inhibition, % at 10 µM; note: plate controls were buffer without enzyme for full effect and enzyme alone for no effect
# SSB-PriA inh – inhibitors of Klebsiella pneumoniae PriA binding to SSB C-terminal tail | inhibition, % at 33 µM | AlphaScreen SSBct-PriA binding, biotinylated peptide | 430,000 tested, 0.6% active; in the data active = inhibition mostly above about 37%, no sharp cut-off; inactive = mostly below about 20%;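 note: plate controls were negative control peptide for no effect and reference peptide for full effect; strong numbers were not always called active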
# SARS 3CLpro inh – SARS-CoV 3CLpro protease inhibition; P0C6X7; recombinant SARS-CoV 3CLpro, quenched FRET peptide cleavage; AID 1706; inhibition, % at 6 µM; 290,000 tested, 0.14% active; in the data active = inhibition above about 12%
# CCHFV vOTU inh – CCHFV vOTU protease inhibition; Pep-AMC fluorescence; inhibition, % at 11.5 µM; 370,000 tested, 0.55% active; in the data active = inhibition above about 30%; note: 0% = vehicle wells with enzyme and 100% = no enzyme wells
# Yp Topo-I inh – blocks Yersinia pestis topoisomerase I activity. Y. pestis Topo-I cleavage product accumulation, plate reader. activity, % at 10 µM. 360,000 tested, 0.064% active. AID 504884; in the data active = activity above about 50%, passing the limit was not always enough; inconclusive = no clear call, values can overlap the other calls; note: inactives centre near 2
# VHR inh abs – blocks human VHR1 dual specificity phosphatase; inhibition, % at 13.3 µM; recombinant VHR phosphatase, pNPP absorbance; 290,000 tested, 0.52% active; in the data active = inhibition above about 50%; note: some compounds called inactive have numbers as strong as hits
# BH1578 lux ind – induces V. cholerae light production without autoinducers. V. cholerae BH1578 lux reporter, luminescence, 6 h. activation, % at 18.7 µM. 350,000 tested, 0.16% active. AID 588436; in the data active = activation mostly above about 9.7%, no sharp cut-off; inconclusive = no clear call, values can overlap the other calls; inactive = mostly below about 3.7%; note: not every result past the cut was called active; inactives centre near 0; reference of the scale not given here
# * marks the source's active call; other numbers are inactive results; i = inactive; ? = inconclusive; / = no result given; & = joins results of further samples. Cut-off read from the data, not from the text of the source, unless noted: active = inhibition above about 30%; inconclusive = no clear call, values can overlap the other calls; inactive = below that.
SMILES,BoNT-A LC inh2,PfHsp40 yeast,TcdB inh,Anthrax LF prot,SSB-PriA inh,SARS 3CLpro inh,CCHFV vOTU inh,Yp Topo-I inh,VHR inh abs,BH1578 lux ind
CCCNC(=O)c1cc2c(c(-c3cccc(-c4ccccc4F)c3)n1)[C@H](CCO)N(C(=O)CC1CC1)C2,0.4,/,0.3,-4,/,/,7,/,/,/
COc1cc2c(cc1OC)C(C)N(C(=O)c1cc3ccccc3o1)CC2 (stereo not drawn),-0.3,?,2.0,-4,5,-1,4,5,51*,i
CC(=O)N/C(N)=N/c1nc2cc([N+](=O)[O-])ccc2o1,0.0,0.6,0.7,1,/,-3,-9,-3,20,-1.2
CCOC(=O)NS(=O)(=O)c1ccc(CCNC(=O)c2cc(C)on2)cc1,-0.8,0.4,/,-7,-3,2,-2,-8,-2,-0.2
O=C(NCC1CCCO1)c1ccc(Br)s1 (stereo not drawn),-0.2,0.0,1.5,-3,3,3,7,11,15,-0.3
COc1ccc(NC(=O)N(C)C[C@@H]2Oc3c(NC(=O)Nc4c(C)noc4C)cccc3C(=O)N([C@@H](C)CO)C[C@@H]2C)cc1,0.3,-0.8,1.2&0.5,-5,-5,/,-11,15,/,0.6
CCOC(=O)N1CCC(NC(=O)c2cc(S(=O)(=O)N3CCCCC3)ccc2F)CC1,-0.5,1.3,1.2,-3,-14,-2,-13,-3,2,-0.6
COc1ccc(/C=C/C(=O)NCC(=O)N2CCC(N(C)CCN3CCOCC3)CC2)cc1OC,-0.5,0.2,0.0,1,3,-3,-3,-4,16,1.1
O=C(Nc1ccc2c(c1)OCO2)c1ccc([N+](=O)[O-])cc1[N+](=O)[O-],-5.0,0.2,0.7,-5,13,-13,-9,-9,-3,-0.5
Cc1[nH]c2ccccc2c1SCc1nnc(SCc2ccc(Cl)cc2)n1C,0.2,1.2,3.7,-2,0,6,-10,6,6,i
O=C1C=C(c2cccc3c2oc2ccccc23)CCC1,0.3,1.3,0.1,-7,-9,/,0,-10,/,i
NC(=S)NN=C1CCSCC1,-0.8,0.3,6.3,-4,-8,/,-5,-6,/,i
Cn1cc(C(=O)C(=O)N2CCCC2)c2ccccc21,1.2,-2.2,0.3,8,-9,2,2,1,20,-0.7
CN(C)/C=N/c1ncc(C(=O)c2ccccc2)s1,-0.1,3.1,/,-4,/,-3,-3,-11,10,/
CCc1ccc(NC(=O)CCNC(=O)Cn2cnc3ccccc3c2=O)cc1,-0.8,-1.6,-0.3,-1,-18,-3,11,5,26,-0.3
Cc1sc2nc(CN(C(=O)c3cccs3)C3CCCC3)[nH]c(=O)c2c1C,2.6,0.9,/,0,-5,5,8,22,15,i
Cc1nnc(SCC(=O)NCC(=O)Nc2ccc(F)c(F)c2F)n1N,-1.1,-1.5,1.0,2,-3,/,-2,0,/,-0.8
Cc1ccccc1C(=O)NNC(=S)Nc1cccc(C(F)(F)F)c1,-0.8,13,-9.1,-3,3,3,0,-1,8,-0.4
CCc1ccc(NCCC(=O)c2ccc(Br)cc2)cc1,0.0,-0.7,1.2,4,-3,-8,/,6,14,i
CSc1nc2cc(C)nn2c(-c2ccccc2Cl)c1C#N,2.5,0.3,-0.7,-2,8,-4,20,8,25,-0.8
Cc1ccc2c(C(=O)CN3CCCC(C)C3)c(C)[nH]c2c1 (stereo not drawn),-1.3,/,0.5,3,5,0,15,-3,1,-0.5
Cc1ccc(S(=O)(=O)NN=C2CC3CCC2(C)C3(C)C)cc1 (stereo not drawn),0.0,0.1,0.8,-12,-10,/,1,14,/,i
COc1ccc(NC(c2ccccc2)c2ccncc2)cc1 (stereo not drawn),-1.7,0.9,16*,-2,1,-7,9,-3,7,0.6
CN(C)c1cccc(C(=O)OCC(=O)Nc2ccccc2Cl)c1,0.1,0.7,0.3,-3,-13,1,9,17,5,i
O=C(CN1C(=O)c2cccnc2Oc2ccc(Cl)cc21)NC1CCCCC1,-0.4,3.4,2.2,-7,2,4,-6,1,21,-0.2
O=C(Nc1ccccc1C(F)(F)F)c1cc2ccccc2o1,-0.5,0.8,2.0,13,-11,-4,0,-6,11,0.8
O=C(NCCCc1ccccc1)c1cccc(Br)c1,0.0,6.7,0.5,4,-28,/,-7,3,/,-0.9
CCn1c(/C=C\c2ccccc2C)nc2ccccc2c1=O,-0.3,-0.4,-1.2,0,-9,3,14,13,11,0.8
O=C(O)COc1ccccc1/C=N/NC(=O)CNC(=O)c1ccc(F)cc1,0.5,0.9,1.0,7,i,5,1,6,12,i
O=C(O)C1CC(=O)N(c2ccc(OCc3ccc(Br)cc3)cc2)C1 (stereo not drawn),-0.3,0.2,0.7,18,5,2,-10,12,6,0.0
Cc1ccc(CS(=O)Cc2ccc(C(=O)NC3CCCCCC3)o2)cc1 (stereo not drawn),-1.1,0.2,2.1,-1,-12,0,13,23,-2,i
CNNCc1ccc(C(=O)NC(C)C)cc1,-1.2,-1.2,-0.4,-3,-8,/,8,-5,/,i
Cc1cc(=O)n2nc(N3CCC(C(=O)NCc4ccc(Cl)cc4)CC3)sc2n1,0.3,1.6,0.9,0,11,2,8,23,27,-0.2
CCOC(=O)N1CCN(c2c(N3CCC(N4CCCCC4)CC3)c(=O)c2=O)CC1,-0.6,-2.3,8.9,0,-12,-3,7,-3,29,-0.3
CCN(CC)CCNC(=O)Cn1cnc2sc(C)c(S(=O)(=O)N3CCOCC3)c2c1=O,0.5,0.0,/,-1,-2,-2,11,-6,57*,-0.2
O=C(CSc1nnc(CSc2nc3ccccc3s2)o1)NC1CCCCC1,/,-0.8,/,/,11&-5,1,-9,21,8,i
Cc1cc(OCCCCCNCCO)ccc1Cl,0.1,-1.4,/,-5,-8,5,-1,0,18,i
COC(=O)[C@@H](Cc1ccccc1)NC(=O)NCCc1ccccc1,-0.5,-1.7,0.4,-8,0,1,9,-7,5,i
CCOC(=O)N1CCN(C(=O)CSCc2ccccc2C)CC1,0.1,0.9,/,-2,0,-2,3,2,-1,-0.4
O=C(CCC1CCCC1)N1CCC(N2CCCCCC2)CC1,1.5,-0.3,0.4,-3,-6,-4,-7,0,2,-0.4
Cc1ccccc1NC1=C/C(=N\S(=O)(=O)c2cccs2)c2ccccc2C1=O,?,-0.5,/,?,/,4,101*,4,7,-0.4
CCOc1ccccc1NC(=O)NC(C)c1ccncc1 (stereo not drawn),0.3,0.0,-3.4,-1,3,4,3,-4,28,-2.7
CCN(CC)C(=S)SCC(=O)c1ccccc1,1.2,1.6,/,-7,-24,3,3,4,5,-0.1
CCC1(c2ccc(F)cc2)NC(=O)N(CC(=O)N2CCN(S(=O)(=O)c3ccc(C)cc3C)CC2)C1=O (stereo not drawn),0.2,1.1,-0.1,-3,9,/,16,1,/,-2.7
O=C(NC(=S)NCC1CCCO1)c1ccc(Cl)cc1Cl (stereo not drawn),-0.3,3.4,/,-2,-14,-2,4,14,-4,-0.3
CCCCC(=O)NC(=S)Nc1cccc(NC(=O)c2ccco2)c1,0.8,-0.1,/,-1,-14,2,-5,0,36,-0.3
COc1cccc(CN(C)C(=O)CNC(=O)c2ccc3c(c2)OCO3)c1OC,-3.0,-0.8,2.4,-2,6,-3,5,1,12,-0.1
CN1CCN(c2ccc(Cl)cc2NC(=O)CCN2C(=O)c3ccccc3C2=O)CC1,2.7,1.0,-0.5,-18,11,1,11,-7,16,/
CCCC(=O)Nc1c(C(=O)OCC)[nH]c2ccccc12,0.0,-1.4,2.7,-6,39*,-3,-3,5,-10,-0.2
COc1cccc(C2NC(=S)NC3=C2CCc2ccccc23)c1 (stereo not drawn),-1.0,173*,-4.1,-1,20,2,-4,11,5,-0.2
CCOC(=O)C1(Cc2cccc(OC)c2)CCN(Cc2cccn2-c2nccs2)CC1,-0.1,0.6,1.4,-2,21,-2,15,14,13,-0.8
CCOc1ccccc1N1CCN(C(=O)/C=C/c2cccc([N+](=O)[O-])c2)CC1,-0.7,1.6,/,-7,12,3,-5,9,7,-0.2
Cc1ccc(N2C(=O)c3ccccc3NC2C(C)Cc2ccc3c(c2)OCO3)cc1 (stereo not drawn),-1.6,1.3,/,-9,-12,8,-13,13,12,/
O=C1[C@H]2[C@@H](/C=C/c3ccccc3)N3C(=O)CN(Cc4ccccn4)C(=O)[C@@]3(Cc3ccccc3)[C@H]2C(=O)N1c1ccccc1,0.5,2.7,1.3,-4,-10,0,7,9,36,i
Oc1ccc(C=NN=Cc2ccco2)c(O)c1,0.4,-2.5,1.1,0,-6,/,15,4,/,i
CCc1ccccc1N(CC(=O)NCc1ccccc1)C(=O)CCC(=O)Nc1ccccn1,-1.9,-0.8,-1.2,-2,-1,-3,1,24,12,-0.5
O=C(NC1CN2CCC1CC2)c1cccc(Cl)c1 (stereo not drawn),-5.3,-2.6,-0.5,-12,-9,2,0,1,6,-1.6
CC1CCN(C(=O)CC(NC(N)=O)c2ccccc2Cl)CC1 (stereo not drawn),-2.6,0.1,-1.5,6,-8,-4,-1,8,-8,-0.5
O=C(NC1CCN(Cc2ccccc2)CC1)C1CCCN(S(=O)(=O)c2cccc3nonc23)C1 (stereo not drawn),-0.2,1.4,/,8,0,-1,9,-6,5,-1.0
CCOC(=O)c1cccc(NC(=O)CN(c2ccc(C)cc2)S(=O)(=O)c2c(C)n[nH]c2C)c1,0.4,0.3,/,0,-5,0,9,-2,21,/
# Continued.
SMILES,BoNT-A LC inh2,PfHsp40 yeast,TcdB inh,Anthrax LF prot,SSB-PriA inh,SARS 3CLpro inh,CCHFV vOTU inh,Yp Topo-I inh,VHR inh abs,BH1578 lux ind
CC(C)CCC1(CCc2ccncc2)C(=O)NC(=O)NC1=O,0.7,-1.6,/,-3,-12,-5,7,0,-5,i
OC(Cn1cncn1)(c1ccc(F)cc1)c1ccc(Cl)cc1 (stereo not drawn),-3.8,108*,0.3,19,-7,3,-11,-9,21,i
Cc1nn(CCC(=O)NNC(=S)Nc2ccc([N+](=O)[O-])cc2)c(C)c1[N+](=O)[O-],-0.2,1.0,-0.5,2,16,-4,-1,2,2,1.9
NC(=O)c1cc(S(=O)(=O)Nc2cccc(F)c2)co1,-0.2,-0.3,0.4,4,2,-2,1,-2,17,1.5
O=C(Cc1ccc(Cl)cc1)NNC(=O)c1cnccn1,-0.8,0.4,/,1,1,2,5,2,-4,-1.6
O=C1OC(c2ccccc2)=NC12CC2c1ccc(Cl)cc1 (stereo not drawn),0.0,255*,-8.6,0,-16,-2,9,8,2,-0.7
CC1(c2nnc(-c3ccccc3)o2)CC(c2ccc([N+](=O)[O-])cc2)=NO1 (stereo not drawn),-0.2,1.7,/,3,-4,/,8,27,/,i
O=C(c1ccccc1)c1ccc(NCCCn2ccnc2)c([N+](=O)[O-])c1,1.5,0.7,-1.1,-5,-6,-5,3,4,/,-18
CCOC(=O)C1(Cc2ccc(OC)cc2)CCN(C(=O)CCn2cccn2)CC1,-1.5,-0.8,0.8,-3,-3,3,-5,6,-4,-0.3
COc1ccc(OCC(=O)NC(=S)Nc2ccc(S(=O)(=O)Nc3cc(OC)nc(OC)n3)cc2)cc1,-2.3,-1.6,-2.1,-1,6,3,22,13,-5,-0.3

# Laid out differently: two of the compounds above
SMILES	BoNT-A LC inh2	PfHsp40 yeast	TcdB inh	Anthrax LF prot	SSB-PriA inh	SARS 3CLpro inh	CCHFV vOTU inh	Yp Topo-I inh	VHR inh abs	BH1578 lux ind
Cc1nn(CCC(=O)NNC(=S)Nc2ccc([N+](=O)[O-])cc2)c(C)c1[N+](=O)[O-]	-0.2	1.0	-0.5	2	16	-4	-1	2	2	1.9
O=C1OC(c2ccccc2)=NC12CC2c1ccc(Cl)cc1 (stereo not drawn)	0.0	255*	-8.6	0	-16	-2	9	8	2	-0.7

# These rows are one share of the data, so the mix of outcomes need not match the whole.
